Screening data as filed in PubChem BioAssay.
BCR signal inh: inhibitors of chronic active B-cell receptor signaling; Potency, µM (series often up to 46.1 µM), for the others: at the top dose ratio change, negative = lower green/red ratio, usual class: inhibitors; ABC-DLBCL IkBa-CBG/CBR reporter, luminescence ratio, 4 h; 0.05% of 340,000 active; AID 493014; active = well fitted inhibition curve with a large enough effect in the signal ratio, with a control signal flat, not every such curve was filed as active; inconclusive = small, poorly fitted or top-dose-only effect, or effect the other way, or a change in a side signal; the % refers to the signal ratio;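 note: potency is the fitted concentration of half-maximal effect; plate controls were basal doxycycline-induced cells for no effect and cells given 10 µM MG132 for full effect; MG132 reads +100%, hits lower the ratio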
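TMD8 ABC-DLBCL cells carrying doxycycline-inducible green luciferase fused to IkappaBalpha plus unfused red luciferase were exposed to compounds (up to 46 uM) for 4 hrs at 37C. Activity came from the overlap-corrected green/red luminescence ratio.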
PTAP TSG101 blk: blocks PTAP/TSG101 interaction to inhibit HIV-1 budding | Fluorescence polarization, FITC-PTAP peptide / Tsg101 binding | Q99816 | Potency, µM (series often up to 115 µM), without a hit: at the highest dose activity change, negative = inhibition, actives largely listed as inhibitors | 340,000 tested, under 10 active | AID 493005; active = well fitted inhibition curve with a large enough effect in the main read-out, with a control signal flat, not every such curve was filed as active; inconclusive = small, poorly fitted or top-dose-only effect, or effect the other way, or a change in a side signal; inactive = no such curve, though single readings can be large or run the other way; note: potency is the fitted concentration of half-maximal effect; % of control where 0% means no effect
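Compounds were pin-transferred onto Tsg101 binding domain (10 uM final) in HEPES pH 7.5 buffer, then FITC-PTAP peptide was added at 50 nM final. After 20 min at RT, polarization reported peptide displacement across a qHTS concentration series.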
ASM inhibitor: blocks human secretory acid sphingomyelinase | 0.006% of 340,000 active | AID 504937 | Potency, µM (doses to about 57.5 µM), for inactives: at the top dose activity change, negative = inhibition, actives largely listed as inhibitors | P17405 | placental ASM, HMU-PC fluorogenic substrate, 60 min; note: potency is the fitted concentration of half-maximal effect
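qHTS format. ASM enzyme prepared from human placenta hydrolyses the fluorogenic substrate HMU-PC0 (9 uM final) over 60 min at 37 °C after a 10 min compound preincubation.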
Integrin act MD: integrin-mediated muscular dystrophy alleviation activation. 0.064% of 350,000 active. alpha7betagal myoblasts, beta-gal FDG fluorescence, 48 h. Potency, µM (top dose mostly 38.3 µM), inactives show top-dose activation, hits mostly activators;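 note: potency is the fitted concentration of half-maximal effect; 100% = response of the positive control SU9516; nearly all actives have a fitted effect of over 60% in size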
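alpha7betagal+/- myoblasts (passage 13, 250/well) treated 48 h at 37C with compounds at 1:260 dilution of DMSO stock. Lysed, then beta-galactosidase activity read as FDG fluorescence (ex 480/em 540) after 30 min, with pre-read for autofluorescence.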
Coupling enz: inhibits coupling enzyme system, counter-screen for aldolase hits; coupling enzyme system counterscreen, AmpLite Red fluorescence; activity change, negative = inhibition, % at 58.2 µM, hits read low; 0.67% of 290,000 active; in the data active = activity change below about -30%; note: % is set by controls: 0 for no effect and ±100 for the full control effect
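Activity here indicates interference with the coupling reaction, not aldolase inhibition. Compounds at 57.5 uM final met coupling enzymes for 10 min at RT; substrate and AmpLite Red detection followed, with a 525/598 nm fluorescence read after 20 min.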
B2AR arrestin: agonists driving beta-arrestin recruitment to human beta2-adrenergic receptor | Potency, µM (titrated, usually from 46.1 µM), without a hit: at the highest dose activation, usual class: activators | AID 492947 | P07550 | beta-arrestin recruitment to beta2AR, cell-based reporter | 0.02% of 330,000 active;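 note: potency is the fitted concentration of half-maximal effect; 0% = DMSO controls and full agonism = EC100 isoproterenol or metaproterenol; nearly all actives have a fitted effect of over 65% in size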
Menin MLL FP TR: displaces Texas Red mutant MLL peptide from human menin; Potency, µM (doses to about 61.6 µM), inactives show at the top dose FP activity change, negative = inhibition, actives largely listed as inhibitors; 0.23% of 270,000 active; Menin + Texas Red MLL mutant peptide, fluorescence polarization; O00255; active = well fitted inhibition curve with a large enough effect in the polarisation, with a control signal flat, not every such curve was filed as active; inconclusive = small, poorly fitted or top-dose-only effect, or effect the other way, or a change in a side signal; inactive = no such curve, though single readings can be large or run the other way; the % refers to the polarisation; note: potency is the fitted concentration of half-maximal effect; % of control where 0% means no effect; many of its hits are not listed in these tables
Giardia kill: kills Giardia lamblia; AID 540267; 0.15% of 340,000 active; Giardia lamblia trophozoite viability; activity change, % at 7.66 µM, hits read low; in the data active = activity change below about -80%; inconclusive = between about -30% and that limit;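 note: parasites exposed to compound for two days anaerobically before the ATP read; % is set by controls: 0 for no effect and ±100 for the full control effect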
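Luminescence from cellular ATP indicates surviving trophozoites (100 cells/well) following 48 hrs anaerobic compound treatment at 37 deg C; signal develops 15-30 min at room temperature.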
Tb PFK inh: inhibitors of T. brucei phosphofructokinase; AID 485367; Potency, µM (titrated, usually from 57.5 µM), for inactives: at the highest dose activity, negative = inhibition, hits mostly inhibitors; T. brucei PFK, ADP-Glo luminescence; 0.17% of 330,000 active; O15648;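 note: potency is the fitted concentration of half-maximal effect; 0% = uninhibited 1x PFK enzyme wells and -100% = no-enzyme wells; nearly all actives have a fitted effect of over 60% in size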
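ADP-Glo luminescence quantified ADP after 45 min at room temperature, with 1.25 nM T. brucei PFK, 0.1 mM ATP and 0.5 mM fructose-6-phosphate in pH 8.0 TEA buffer. qHTS titrations up to 57 µM; curves classified by quality.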
GALK inhibitor: inhibitors of human galactokinase; Potency, µM (doses to about 57.5 µM), without a hit: top-dose activity change, negative = inhibition, most hits filed as inhibitors; Purified GALK, Kinase-Glo residual ATP luminescence; P51570; 0.007% of 270,000 active; AID 1868; note: potency is the fitted concentration of half-maximal effect; % is set by controls: 0 for no effect and ±100 for the full control effect
Target sequence (P51570 whole entry, looked up): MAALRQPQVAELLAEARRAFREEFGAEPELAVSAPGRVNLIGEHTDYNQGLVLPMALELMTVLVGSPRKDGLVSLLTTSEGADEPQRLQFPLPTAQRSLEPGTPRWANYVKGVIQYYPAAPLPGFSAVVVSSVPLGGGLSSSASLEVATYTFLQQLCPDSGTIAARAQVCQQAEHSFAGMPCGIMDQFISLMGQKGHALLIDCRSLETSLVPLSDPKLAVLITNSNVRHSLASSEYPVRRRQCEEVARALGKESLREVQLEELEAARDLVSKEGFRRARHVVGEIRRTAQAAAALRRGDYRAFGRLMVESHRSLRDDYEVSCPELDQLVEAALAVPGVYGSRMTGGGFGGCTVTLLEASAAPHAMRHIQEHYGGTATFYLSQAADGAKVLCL
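ATP-depletion format; final 35 uM ATP, 100 uM D-galactose, 5 nM enzyme; pH 8.0 HEPES/Mg2+ buffer; 60 min RT; luminescence read 10 min after detection reagent.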
PKM2 activator: activators of human pyruvate kinase M2 | P14618 | Potency, µM (doses to about 57.5 µM), for inactives: top-dose activation, most hits filed as activators | purified PKM2, Kinase-Glo ATP luminescence, activation; response scale: 0% is enzyme alone, no compound | 0.34% of 260,000 active | AID 1631; note: potency is the fitted concentration of half-maximal effect; % is set by controls: 0 for no effect and ±100 for the full control effect; nearly all actives have a fitted effect of over 55% in size
Target sequence (P14618 whole entry, looked up): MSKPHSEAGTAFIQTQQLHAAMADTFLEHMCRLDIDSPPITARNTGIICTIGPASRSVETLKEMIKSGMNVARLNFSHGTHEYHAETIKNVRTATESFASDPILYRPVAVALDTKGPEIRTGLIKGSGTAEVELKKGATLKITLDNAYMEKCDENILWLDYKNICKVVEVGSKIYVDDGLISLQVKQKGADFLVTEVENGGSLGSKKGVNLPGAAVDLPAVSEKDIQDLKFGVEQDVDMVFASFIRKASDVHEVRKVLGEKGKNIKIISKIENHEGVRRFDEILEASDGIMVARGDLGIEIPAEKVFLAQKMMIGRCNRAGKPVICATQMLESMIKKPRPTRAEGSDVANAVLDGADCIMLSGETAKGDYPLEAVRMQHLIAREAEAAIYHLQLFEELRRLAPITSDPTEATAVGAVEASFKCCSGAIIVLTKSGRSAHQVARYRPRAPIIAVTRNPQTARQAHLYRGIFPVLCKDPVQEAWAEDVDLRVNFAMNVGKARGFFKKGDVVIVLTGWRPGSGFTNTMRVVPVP
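hPK-M2, >95% pure; 0.1 mM ADP / 0.5 mM PEP final; imidazole pH7.2 buffer w/ 7 mM MgCl2, 50 mM KCl; 1 h RT; Kinase-Glo lum. Intermediate enzyme activity for dual inhibitor/activator qHTS.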
* marks the source's active call; other numbers are inactive results; ? = inconclusive; . = no result given; [ ] = remark or other dose. Unless noted, calls come from the whole dose curve; as a rule, active = well fitted curve in the direction sought with a large enough effect; inconclusive = small, poorly fitted or top-dose-only effect, or another doubt; inactive = no such curve, though single readings can be large; an effect the other way counts as inactive or inconclusive. Only part of the results is shown; count on the stated rates, not on these rows.

SMILES	BCR signal inh	PTAP TSG101 blk	ASM inhibitor	Integrin act MD	Coupling enz	B2AR arrestin	Menin MLL FP TR	Giardia kill	Tb PFK inh	GALK inhibitor	PKM2 activator
CC1CCCCN1C(=O)COC(=O)C1CCN(S(=O)(=O)c2ccc(Cl)c(C(F)(F)F)c2)CC1 (centres undefined)	-10%	5%	7%	?	.	-0.1%	.	16	-1%	.	.
N#Cc1nc(COc2ccc(Br)cc2)oc1N1CCN(Cc2ccccc2)CC1	4%	-3%	-1%	?	-4	-0.6%	-21%	13	1%	1%	-2%
CC(=O)c1c(C)oc2ccc(N(C(C)=O)S(=O)(=O)c3cccc([N+](=O)[O-])c3)cc12	-13%	0%	6%	?	3	-0.3%	-2%	?	-4%	8%	6%
CCCCC(=O)NC(c1cccc([N+](=O)[O-])c1)c1c(OC(C)=O)ccc2ccccc12 (centres undefined)	?	-10%	-10%	-26%	-6	?	-11%	3	-8%	0%	-6%
CCCOc1ccc(/C=N/NC(=O)c2ccc(Cn3cc([N+](=O)[O-])cn3)o2)cc1	?	-2%	-2%	-3%	0	0.0%	14%	-8	-21%	-5%	-5%
CCOC(=O)C1=C(COC(=O)c2cccnc2Cl)NC(=O)NC1C (centres undefined)	6%	-3%	-1%	-8%	.	0.1%	.	11	4%	.	.
O=C(OCCN1C(=O)c2cccc3c(N4CCOCC4)ccc(c23)C1=O)c1ccc(Cl)cc1	-4%	?	-11%	12%	-3	-0.5%	0%	-11	-1%	-1%	10%
Cc1ccn2c(=O)c(C(=O)NC3CCCCC3C)c(O)nc2c1 (centres undefined)	8%	-2%	-2%	23%	.	-0.4%	.	0	0%	.	.
Clc1nnc2ccc(-c3ccccc3)nn12	-7%	-1%	-3%	0%[7.66 µM]	2	0.5%	5%	-3	-8%	0%	-1%
CCCCC(=O)Nc1ccc(S(=O)(=O)Nc2nccc(C)n2)cc1	-4%	0%	-3%	10%	3	0.0%	7%	-14	4%	5%	2%
COC(=O)c1sc2ccccc2c1NC(=O)c1ccc(S(=O)(=O)N2CCCCC2)cc1	6%	0%	-9%	-7%	-5	0.2%	-3%	10	5%	0%	-2%
NC(=O)c1cc([N+](=O)[O-])ccc1N1CCCCC1	4%	1%	-1%	4%	-4	-0.4%	-15%	-4	-1%	-2%	-16%
Cc1ccsc1/C=N/NS(=O)(=O)c1ccc([N+](=O)[O-])cc1	0%	0%	-3%	13%	4	-0.8%	11%	10	-2%	2%	10%
CCOc1ccc(OCc2ccc(C(=O)N/N=C(\C)c3ccccn3)cc2)cc1	?	0%	2%	-15%	1	-0.1%	4%	5	5%	-1%	0%
CCCN(CCC)C(=O)c1c(C)[nH]c(C(=O)OCC)c1C	1%	.	.	.	-1	0.3%	-1%	.	3%	0%	-16%
C[C@H](NC(=O)c1nc[nH]c1C(=O)N[C@@H](CCCCN)C(=O)OC(C)(C)C)C(=O)OC(C)(C)C	-4%	-2%	-6%	-10%	.	-0.1%	.	0	-6%	.	.
Cc1ccc(NC(=O)[C@@H]2CCCN2C(=O)[C@@H]2Cc3ccccc3CN2)c(C)c1	1%	-2%	4%	31%	1	0.4%	-6%	-22	2%	15%	0%
CCC(NC(=O)CCc1c(C)c2cc3c(-c4ccccc4)coc3cc2oc1=O)C(=O)O (centres undefined)	4%	-5%	42%[activator]	-2%	9	-0.4%	-3%	?	-3%	.	.
CC1(C)OC(=O)C(=CNNc2c(Cl)cc(Cl)cc2Cl)C(=O)O1	6%	0%	0%	19%	5	-0.5%	.	-4	-9%	0%	-3%
Cc1nc(SCc2ccc(Br)cc2)[nH]c(=O)c1C	?	-4%	1%	32%	1	-0.8%	-2%	-3	0%	0%	18%
C/C(=C(\C#N)C(=O)NC1CCCCC1)N(C)C	2%	-1%	3%	3%	1	-0.2%	2%	5	-3%	-1%	-1%
Cc1ccc2oc(-c3cccc(NC(=O)C4CCCO4)c3)nc2c1 (centres undefined)	10%	-11%	-1%	13%	-1	0.1%	-6%	10	7%	0%	-1%
CCCCN(C(=O)c1ccc(-c2ccc([N+](=O)[O-])cc2)o1)c1c(N)n(CC(C)C)c(=O)[nH]c1=O	0%	-9%	-4%	32%	.	-0.2%	.	14	0%	.	.
O=C(CSc1nc2ccsc2c(=O)n1Cc1ccc(C(=O)O)cc1)NCc1ccco1	0%	-2%	6%	13%	1	-0.8%	0%	-4	-5%	.	0%
O=C(CCCn1cc([N+](=O)[O-])cn1)Nc1ccc2c(c1)OCO2	-2%	-1%	-2%	6%	1	-0.3%	3%	6	-2%	-1%	.
O=C(N/N=C/c1cn(-c2ccccc2)nc1-c1cc2ccccc2o1)c1ccncc1	?	-3%	-18%	-53%[inhibitor]	-4	0.3%	?	0	3%	1%	0%
Clc1cccc(NCc2nnc(SCc3ccccc3Cl)o2)c1	?	-1%	-8%	19%	-2	-0.3%	12%	-13	-20%	-2%	6%
Cc1ccc2[nH]c(=O)cc(C(=O)OC(C)C)c2c1	11%	-6%	33%[activator]	-26%	2	-0.4%	-13%	56[activator]	-13%	2%	?
O=C(O)c1cc(S(=O)(=O)N2CCCCC2)ccc1N1CCCCC1	4%	-2%	2%	0%	.	0.2%	.	3	-2%	.	.
C=CCN(Cc1nc(-c2cc(OC)ccc2OC)oc1C)C1CCS(=O)(=O)C1 (centres undefined)	-11%	0%	4%	-17%	4	-0.5%	50%[activator]	-20	3%	1%	9%
O=C(Nc1cc(S(=O)(=O)N2CCCCC2)ccc1O)c1ccccc1NS(=O)(=O)c1ccc(F)c(F)c1	?	-1%	-10%	18%	9	-0.8%	?	-24	-2%	-7%	6%
CC(C)OCC1CC(CC(=O)Nc2ccc([N+](=O)[O-])cc2)C(=O)O1 (centres undefined)	-10%	1%	-3%	-8%	2	0.4%	6%	-7	2%	2%	-3%
CC(C)=C1SC(N2CCN(c3ccc(C)cc3)CC2)=NC1=O	6%	-7%	-4%	-37%	4	0.2%	24%	7	1%	0%	2%
COC(=O)CCCC(=O)Nc1ccc(Br)cc1	0%	0%	2%	-29%	-1	-0.1%	5%	-1	6%	.	-3%
CCOC(=O)C1CCN(C(=O)Cc2c(F)cccc2Cl)CC1	7%	-12%	-1%	-13%	0	0.3%	?	3	-3%	-1%	-5%
O=C(O)Cn1c(CCS(=O)(=O)c2ccc(Br)cc2)nc2ccccc21	-6%	-3%	4%	-3%	0	0.0%	-13%	-8	1%	2%	3%
Cc1ccc(-c2nn3c(C)nnc3s2)cc1NC(=O)COc1ccc(Cl)cc1	0%	1%	2%	0%	6	0.1%	9%[11.7 µM]	-1	5%	1%	0%
COc1ccc(CC(=O)N(Cc2ccccc2)c2ccc(C)cc2)cc1OC	-3%	-3%	-1%	-5%	.	0.3%	.	9	-6%	4%	5%
Cc1cc(C(F)F)n2ncc(C(=O)NCc3ccc(F)cc3)c2n1	?	-4%	5%	-24%	1	-0.6%	.	-9	-14%	0%	-8%

Record cards (already shown). Values in the order: BCR signal inh	PTAP TSG101 blk	ASM inhibitor	Integrin act MD	Coupling enz	B2AR arrestin	Menin MLL FP TR	Giardia kill	Tb PFK inh	GALK inhibitor	PKM2 activator
Record of O=C(N/N=C/c1cn(-c2ccccc2)nc1-c1cc2ccccc2o1)c1ccncc1 : ?	-3%	-18%	-53%[inhibitor]	-4	0.3%	?	0	3%	1%	0%
Record of C/C(=C(\C#N)C(=O)NC1CCCCC1)N(C)C : 2%	-1%	3%	3%	1	-0.2%	2%	5	-3%	-1%	-1%
Record of CCOC(=O)C1CCN(C(=O)Cc2c(F)cccc2Cl)CC1 : 7%	-12%	-1%	-13%	0	0.3%	?	3	-3%	-1%	-5%
Record of O=C(CCCn1cc([N+](=O)[O-])cn1)Nc1ccc2c(c1)OCO2 : -2%	-1%	-2%	6%	1	-0.3%	3%	6	-2%	-1%	.
Record of C=CCN(Cc1nc(-c2cc(OC)ccc2OC)oc1C)C1CCS(=O)(=O)C1 (centres undefined) : -11%	0%	4%	-17%	4	-0.5%	50%[activator]	-20	3%	1%	9%
